Assay outcomes (PubChem)
MCL1 BIM primary: disrupts human MCL1 binding to BIM-BH3 peptide. hit rate 0.68% among 320,000. GST-MCL1 / FITC-Bim-BH3 fluorescence polarization. inhibition, % at 10.9 µM. AID 2057;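 active means inhibition above the mean inhibition of all tested compounds plus 3 SD, set per campaign, cut at about 40% in these data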;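 further: 0% = DMSO wells and 100% = unlabeled Bim-BH3 peptide control; higher means more loss of mP so more displacement of Bim peptide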
GLD-1 RNA inh: GLD-1-TGE RNA interaction inhibition (C. elegans); purified GLD-1 + fluorescein TGE RNA, fluorescence polarization; inhibition, % at 5.96 µM; hit rate 0.44% among 320,000; AID 2280;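 active means percent inhibition above a per-plate cutoff, the plate mean of test compounds plus 3 SD, cut at about 30% in these data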;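 further: 0% = DMSO wells with GLD-1 and probe and 100% = wells lacking GLD-1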
CIT2-GFP yeast: yeast TOR pathway CIT2-GFP modulation; S. cerevisiae CIT2-GFP strain, flow cytometry, 3 h; 100 means same as DMSO wells; GFP response vs DMSO, % at 10 µM; hit rate 0.065% among 320,000; AID 2029;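 active means GFP response relative to DMSO above a set limit, near the screen mean plus 3 SD, cut at about 150% in these data; inconclusive means Fewer than 70 cells measured for a yeast strain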;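 further: ratio of well median GFP fluorescence to mean of DMSO wells on the plate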
BCLXL inh: blocks human Bcl-xL binding to Bim BH3 peptide | GST-Bcl-xL / FITC-Bim BH3 peptide fluorescence polarization | inhibition, % at 10.9 µM | hit rate 0.7% among 320,000 | AID 2129;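 active means inhibition above the mean of all tested compounds plus 3 SD, cutoff set per campaign, cut at about 30% in these data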;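 further: 0% = DMSO wells and 100% = unlabeled Bim-BH3 peptide competitor; inhibitors lower millipolarization by displacing the labeled peptide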
AGP1-GFP MLPCN: modulators of TOR pathway AGP1-GFP in S. cerevisiae; S. cerevisiae AGP1-GFP multiplex flow cytometry, 3 h; GFP as percent of DMSO wells; GFP response vs DMSO, % at 10 µM; hit rate 0.02% among 320,000;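 active means GFP response relative to DMSO above a set limit, near screen average plus 3 SD, cut at about 150% in these data; inconclusive means fewer than 70 cells counted for the yeast strain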;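 further: median GFP channel fluorescence of the gated AGP1 strain per well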
GRK2 aptamer HTS: inhibitors of human GRK2 displacing RNA aptamer. bead flow cytometry, FAM-aptamer displacement from GRK2. inhibition of aptamer binding, % at 10 µM. hit rate 0.59% among 330,000. AID 488847;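 active means inhibition of aptamer binding above 40%, roughly 3 SD of noise, on plates passing a quality check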;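 further: median bead fluorescence of bound FAM aptamer so fluorescent compounds give negative values; no value below 0 was filed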
CR mimetic SO: lowers age-related superoxide in aged yeast cells; hit rate 0.18% among 330,000; S. cerevisiae aged cells, superoxide DHE fluorescence; stronger effect = lower value; superoxide response (% of plate mean), % at 10 µM;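 active means superoxide response under a set limit, about three screen SD below normal, cut at about 65% in these data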;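 further: yeast aged for seven days with compound at 30 °C before DHE staining; 100% = average MFI of all compound-treated wells on the plate with controls excluded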
MEX-5 binding: C. elegans MEX-5 TCR-2 RNA binding activity; Q9XUB2; MEX-5/FITC-TCR2 RNA binding, fluorescence polarization; stronger effect = lower value; activity score (negative = inhibition of binding), % at 10 µM; hit rate 0.38% among 300,000;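 active means inhibition past about -25% in most replicates, and total fluorescence under double the plate's negative control median, limit read from the data; inconclusive means replicates evenly split on the limit, or fluorescence at least double controls; inactive means too little inhibition in most replicates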;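 further: 0% = DMSO and -100% = 5 µM competing unlabeled TCR2 RNA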
VLA-4 inh: inhibition in a human VLA-4 binding assay. inhibition, % (about 7 µM as worked out from the volumes in the protocol). VLA-4 expressing cells, ligand binding flow cytometry. P13612. AID 2557. hit rate 0.2% among 330,000; in the data active means inhibition above about 50%
Target sequence (P13612 whole entry, looked up): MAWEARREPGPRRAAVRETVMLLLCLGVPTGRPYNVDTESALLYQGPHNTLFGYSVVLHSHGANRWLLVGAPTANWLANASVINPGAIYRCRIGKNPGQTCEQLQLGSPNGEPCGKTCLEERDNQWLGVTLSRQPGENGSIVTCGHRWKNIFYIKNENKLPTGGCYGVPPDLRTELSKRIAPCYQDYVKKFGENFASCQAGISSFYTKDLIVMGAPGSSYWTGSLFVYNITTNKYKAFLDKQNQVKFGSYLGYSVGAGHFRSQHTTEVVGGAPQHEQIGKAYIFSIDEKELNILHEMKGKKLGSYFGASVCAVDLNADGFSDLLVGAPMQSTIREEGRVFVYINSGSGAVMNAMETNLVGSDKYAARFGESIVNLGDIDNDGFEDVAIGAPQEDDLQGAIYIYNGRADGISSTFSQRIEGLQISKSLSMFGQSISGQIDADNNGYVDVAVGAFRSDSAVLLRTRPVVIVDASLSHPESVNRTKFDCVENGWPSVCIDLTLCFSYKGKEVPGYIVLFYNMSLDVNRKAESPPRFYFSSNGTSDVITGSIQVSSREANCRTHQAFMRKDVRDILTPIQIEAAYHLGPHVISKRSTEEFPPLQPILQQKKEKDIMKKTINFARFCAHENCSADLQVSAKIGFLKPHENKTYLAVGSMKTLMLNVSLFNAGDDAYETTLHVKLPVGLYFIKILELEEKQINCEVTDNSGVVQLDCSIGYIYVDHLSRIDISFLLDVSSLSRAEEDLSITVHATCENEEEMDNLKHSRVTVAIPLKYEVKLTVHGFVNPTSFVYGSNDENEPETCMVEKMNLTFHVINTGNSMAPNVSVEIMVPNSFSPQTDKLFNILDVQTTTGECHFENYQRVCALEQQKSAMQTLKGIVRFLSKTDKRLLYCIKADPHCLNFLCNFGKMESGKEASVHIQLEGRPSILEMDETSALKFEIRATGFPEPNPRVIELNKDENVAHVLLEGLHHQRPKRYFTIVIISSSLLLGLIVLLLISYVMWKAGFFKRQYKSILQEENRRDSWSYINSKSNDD
Starred values were filed as active, the others as inactive; ? = inconclusive; / = no result given; + = active, no number.

SMILES	MCL1 BIM primary	GLD-1 RNA inh	CIT2-GFP yeast	BCLXL inh	AGP1-GFP MLPCN	GRK2 aptamer HTS	CR mimetic SO	MEX-5 binding	VLA-4 inh
O=C(NCC1CC1)c1onc(CSc2ccc(F)c(F)c2)c1C(=O)NCC1CC1	0	1	102	7	104	0	101	0.2	4
CCOc1ccc2nc(SCC)[nH]c2c1	11	2	101	8	100	0	96	-0.8	6
Cc1cc(C)n(-c2nc3ccccc3nc2NCCc2ccccc2)n1	-2	1	105	2	101	0	96	-0.3	-9
COc1cccc(/C=N/Nc2ncnc3c2ncn3Cc2ccccc2)c1O	4	5	85	6	117	3	106	3.1	19
O=C(CSc1nc2sc3c(c2c(=O)n1-c1ccccc1)CCCC3)NCc1ccco1	-9	-12	97	-1	105	0	102	0.2	-9
CC(=O)N1CN(C2CCCC2)Cc2c1sc1c2CCCC1	4	-2	86	4	81	1	89	-3.6	3
COc1ccc(NC(=O)CCc2c(C)nn(-c3ccc(N4CCOCC4)nn3)c2C)cc1	1	-4	94	2	97	3	99	-0.8	6
COCC(=O)N(Cc1nc2sc(C)c(C)c2c(=O)[nH]1)C1CCCCC1	6	2	98	9	103	1	95	1.1	-3
CCOC(=O)N1CCN(Cc2nnc(-c3ccccc3Cl)o2)CC1	2	-10	105	-2	100	26	87	3.2	-66
COc1ccc(C)cc1NC(=O)COC(=O)C1CC1	2	0	98	3	/	0	98	1.7	1
O=C(CCn1c(=O)oc2ccccc21)N1CCN(c2ccc(F)cc2)CC1	-4	-2	120	-4	110	2	120	2.4	22
O=C(NCCO)c1ccc(Cl)c(Cl)c1	7	0	91	3	95	0	100	1.1	11
CCCn1c(=O)[nH]c(=O)c2c1nc(-c1ccc(C(F)(F)F)cc1)n2CCOC	1	8	99	5	97	1	97	0.8	4
O=C(Nc1cccc(F)c1)C1CCCCC1	7	0	68	2	76	0	93	/	19
CC1CCN(c2nc3ccc(C(=O)O)cc3s2)CC1	1	-2	101	10	105	0	164	1.7	3
CCCOC(=O)C1C2C=CC(C3CC23)C1C(=O)OCC(=O)c1ccccc1 (stereo not given)	-5	2	107	2	109	1	86	2.5	8
Cc1nc2ccccc2n1CC(=O)N/N=C/c1cccs1	7	6	105	9	102	2	102	-1.4	-6
Cc1ccc(CN2CC(C(=O)N3CCN(S(=O)(=O)c4ccc(C)cc4C)CC3)CC2=O)cc1 (stereo not given)	5	1	98	2	104	0	79	/	40
CC(=O)c1cccc(NC(=S)N2CCN(S(=O)(=O)c3ccc(F)cc3)CC2)c1	9	-1	112	2	113	2	106	0.9	-15
Cc1ccc(OS(=O)(=O)c2ccccc2)c(/C=N/N=C2\NC(=O)C(C)S2)c1 (stereo not given)	-1	-7	104	7	100	0	106	/	-23

Molecules shown so far containing a carbonyl joined to an NH by a bond outside any ring (seven):
SMILES	MCL1 BIM primary	GLD-1 RNA inh	CIT2-GFP yeast	BCLXL inh	AGP1-GFP MLPCN	GRK2 aptamer HTS	CR mimetic SO	MEX-5 binding	VLA-4 inh
O=C(NCC1CC1)c1onc(CSc2ccc(F)c(F)c2)c1C(=O)NCC1CC1	0	1	102	7	104	0	101	0.2	4
O=C(CSc1nc2sc3c(c2c(=O)n1-c1ccccc1)CCCC3)NCc1ccco1	-9	-12	97	-1	105	0	102	0.2	-9
COc1ccc(NC(=O)CCc2c(C)nn(-c3ccc(N4CCOCC4)nn3)c2C)cc1	1	-4	94	2	97	3	99	-0.8	6
COc1ccc(C)cc1NC(=O)COC(=O)C1CC1	2	0	98	3	/	0	98	1.7	1
O=C(NCCO)c1ccc(Cl)c(Cl)c1	7	0	91	3	95	0	100	1.1	11
O=C(Nc1cccc(F)c1)C1CCCCC1	7	0	68	2	76	0	93	/	19
Cc1nc2ccccc2n1CC(=O)N/N=C/c1cccs1	7	6	105	9	102	2	102	-1.4	-6

Further records.
SMILES	MCL1 BIM primary	GLD-1 RNA inh	CIT2-GFP yeast	BCLXL inh	AGP1-GFP MLPCN	GRK2 aptamer HTS	CR mimetic SO	MEX-5 binding	VLA-4 inh
CSCCC(NS(=O)(=O)c1ccc(Cl)cc1)C(=O)OCC(=O)NC1CC1 (stereo not given)	4	-4	95	-1	95	0	91	-1.0	4
C=CCc1cc(/C=C2/NC(=O)NC2=O)cc(OCC)c1O	8	8	101	5	103	0	97	-1.8	0
NC(=O)NCc1cccc(Cl)c1	2	1	95	4	98	1	120	-0.1	2
CC(C)(C)c1ccc(OCC(O)CN2CCN(c3ccccn3)CC2)cc1 (stereo not given)	-2	4	96	7	101	1	92	-2.2	20
CCOC(=O)c1ccc(Nc2ncnc3c2cnn3C)cc1	5	-1	96	10	104	3	77	-1.0	6
CCC(CC)N1CCN(CC2CC=CCC2)CC1 (stereo not given)	2	0	96	3	100	3	81	-1.6	-5
CCCC(C(=O)OCCN(CC)CC)(c1ccccc1)c1ccccc1	-3	12	83	4	84	0	105	5.6	-2
NC(=O)/C(=C/c1cccnc1)NC(=O)c1ccccc1	9	-6	110	1	113	0	88	-0.5	14
COc1ccc(CCCc2nnc(SCC(=O)Nc3nc(C)cs3)n2C)cc1C	4	12	106	3	102	2	100	5.7	-11
O=S(=O)(c1ccc(-c2ccon2)s1)N1CCOCC1	4	14	95	4	105	0	92	-2.2	11
CCCCn1c(N)c(N(CC(C)C)C(=O)c2ccc(-n3c(C)ccc3C)cc2)c(=O)[nH]c1=O	-1	-3	99	3	111	1	120	4.0	-2
CCn1c(C)nc2cc(S(=O)(=O)Nc3ccc(C)cc3)ccc21	-23	3	94	-7	101	1	99	2.9	-13
CCc1ccccc1NC(=O)Cn1nnc(-c2cccnc2)n1	1	5	89	0	99	0	98	-2.6	-16
N#C/C(=C\c1cccs1)c1nc2ccccc2[nH]1	-4	-1	89	7	88	0	77	-13	3
CC(NCC(=O)NCC(=O)Nc1ccc(F)cc1)c1cccc(C(F)(F)F)c1 (stereo not given)	/	2	85	/	97	0	110	/	-1
COCC(=O)NCCNc1nc2ccc(C)cc2cc1C	10	-4	92	6	93	0	104	-0.2	-7
COc1ccccc1N1CCN(C(=O)CSc2nnc(NC(=O)c3ccco3)s2)CC1	-7	-8	97	3	105	2	109	2.4	-19
Oc1ccc2nnc3c(Br)cnn3c2c1	+	144*	109	175*	100	2	105	?	4
COc1ccc(NC(=S)Nc2ncccc2C)cc1OC	5	2	89	9	93	4	90	1.1	-1
Cc1cccc(OCc2nnc(SCC(=O)Nc3ccc(C)c(C)c3)o2)c1	-2	6	102	0	104	0	105	-0.8	5

Sorted by value in MCL1 BIM primary (ascending): 3 of the compounds above.
Compound | MCL1 BIM primary | GLD-1 RNA inh | CIT2-GFP yeast | BCLXL inh | AGP1-GFP MLPCN | GRK2 aptamer HTS | MEX-5 binding | VLA-4 inh
COc1ccccc1N1CCN(C(=O)CSc2nnc(NC(=O)c3ccco3)s2)CC1 | -7 | -8 | 97 | 3 | 105 | 2 | 2.4 | -19
O=C(NCCO)c1ccc(Cl)c(Cl)c1 | 7 | 0 | 91 | 3 | 95 | 0 | 1.1 | 11
C=CCc1cc(/C=C2/NC(=O)NC2=O)cc(OCC)c1O | 8 | 8 | 101 | 5 | 103 | 0 | -1.8 | 0

The list goes on:
SMILES	MCL1 BIM primary	GLD-1 RNA inh	CIT2-GFP yeast	BCLXL inh	AGP1-GFP MLPCN	GRK2 aptamer HTS	CR mimetic SO	MEX-5 binding	VLA-4 inh
O=C(CNS(=O)(=O)c1ccc(Br)cc1)N1CCOCC1	-1	-2	101	0	112	0	109	-0.5	-1
C=CCn1c(O)c(CN2CCOCC2)c(C)c(C#N)c1=O	35	28	91	39*	88	0	89	-5.4	3
Cc1ccc(NC(=O)Cc2cn(C)c3ccccc23)cc1F	1	7	91	3	92	2	89	2.9	2
Nc1nc(-c2ccccc2)c(N=Nc2cccnc2)s1	16	-1	97	17	85	3	114	-3.7	5
COc1ccc(CCNC(=S)NC(=O)c2cc(OC)c(OC)c(OC)c2)cc1OC	2	0	95	3	97	0	97	0.1	-3
CCOc1ccccc1NC(=O)CSc1nnc(CNC(=O)c2c(F)cccc2Cl)o1	-2	6	92	0	88	1	83	/	-7
CCOC(=O)c1c(-n2cnnn2)sc(C)c1C	7	0	93	5	108	4	99	-2.3	13
CCOC(=O)N1CCN(C2OC(=O)c3ccccc32)CC1 (stereo not given)	4	4	86	3	105	0	97	0.8	9
COc1cccc(-c2csc(N3CCN(C(=S)NCC(C)C)CC3)n2)c1	6	-4	96	-2	101	2	113	4.7	-14
O=C(CSCc1ccc(C(=O)O)cc1)Nc1ccc2ccccc2c1	-2	2	110	1	105	0	91	-0.3	19
Cn1cc(S(=O)(=O)N2CCCC2)cc1C(=O)NCc1ccccc1	0	1	107	7	108	3	104	-2.0	30
Cc1ccc2c(c1)C1CN(C)CCC1N2Sc1ccccc1[N+](=O)[O-] (stereo not given)	9	2	81	4	108	0	93	0.0	19
Cc1ccc(-c2nn(C)c(=O)c3ccccc23)cc1CN1CCCCC1	6	-1	95	8	101	1	101	-2.1	1
CCOC(=O)N1CCC(=NNC(=O)c2ccc(O)cc2)CC1	15	0	113	3	111	2	99	/	5
CCCCN(Cc1ccccc1)c1ncnc2nc[nH]c12	-2	-1	98	0	102	3	98	1.1	1
COc1ccc(S(=O)(=O)N2CCN(CCC(=O)Nc3ccc(F)cc3)CC2)cc1	9	1	110	7	102	2	103	0.5	3
COc1ccc(-c2noc(CCC(N)=O)n2)cc1OC	8	-2	91	4	95	0	107	-0.7	34
COc1ccccc1-c1cc(C(=O)Nc2ccc(F)cc2F)no1	2	-5	108	-1	105	1	78	2.8	1
Cn1c(C(=O)NCc2ccco2)cc2c(=O)[nH]c3ccccc3c21	-5	1	97	8	102	0	124	-1.4	44
Cc1ccc(S(=O)(=O)CCCS(=O)(=O)c2ccc(C)cc2)cc1	-2	-7	99	-3	102	0	113	0.7	-7
Cc1ccc(-n2ncc3c(=O)n(CC(=O)NCc4ccco4)cnc32)cc1	-2	10	107	-1	104	0	95	-1.8	-6
COc1ccccc1NS(=O)(=O)c1cc(NC(C)=O)ccc1N1CCCCC1	-1	-2	99	8	106	0	113	1.2	0
CCn1c(CSCc2c(Cl)cccc2Cl)n[nH]c1=S	-18	-4	95	-18	/	0	101	-0.5	-1
O=C1C=C(c2ccc3c(c2)OCO3)C[C@@H](c2ccc3c(c2)OCO3)C1	6	-3	99	-4	71	5	103	/	18
COc1ccc(-c2nc(NC(=O)Cn3ccc(C(F)(F)F)n3)sc2C)cc1	2	5	100	-1	108	4	97	2.5	-3
CCOC(=O)c1sc(=NC(=O)c2cccc(OC)c2)n(C)c1C	-20	-15	101	1	98	2	114	-1.7	8
CCCCn1nc(NC(=O)COC)c2cc3cc(OC)ccc3nc21	-4	-2	86	4	79	0	100	0.6	-3
Cc1cccc(C)c1NC(=O)COC(=O)CN1C(=O)C2CCCCC2C1=O (stereo not given)	-4	2	98	1	106	0	82	/	-7
OCCCc1cn(Cc2ccccc2)c2ccccc12	4	6	86	5	96	0	104	2.9	10
COc1cccc(C(=O)Nc2cccnc2)c1	8	2	115	3	109	0	108	0.1	9
COC(CNc1cc(=O)oc2ccccc12)OC	3	-4	/	3	106	0	101	-3.8	8
CC(=O)Nc1ccccc1C(=O)N1CCN(Cc2ccccc2)CC1	4	7	100	2	99	0	77	2.2	1
CCCCn1c(N)c(N(CC(C)C)C(=O)C2=NN(c3cc(C)ccc3C)C(=O)CC2)c(=O)[nH]c1=O	-3	-1	99	3	95	0	106	0.8	0
